Compound activity: PubChem, Broad Institute
RAD54 inh = blocks human RAD54 Holliday junction branch migration. Q92698. FAM/BHQ fluorescence. inhibition, % at 10.4 µM. 360,000 compounds, 0.14% hits;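 active = mean normalized replicate activity at least 40 and at least half of replicates scoring 40 or more; inconclusive = only one of the two criteria met; inactive = mean below 40 and under half of replicates reaching 40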;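 note: 0% = median of neutral control wells and 100% = median of positive control wells; inhibitors cause a drop in the FAM fluorescence signal; in these data hits start at about 50%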
XiGFP reactiv = reactivates the inactive X chromosome in mouse fibroblasts. XiGFP mouse fibroblasts, % GFP-positive cells imaging, 3 d; cells co-treated with 5-aza-dC sensitizer; scaled so ellipticine positive control = 100%. activation, % at 7.58 µM. 360,000 compounds, 0.055% hits. AID 743238;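 active = mean normalized replicate activation at least 10% and every replicate at or above 10%; inconclusive = only one of the two criteria met; inactive = mean below 10% and not all replicates reach 10%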;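 note: 0% = median of on-plate neutral control wells and 100% = ellipticine 6 µM median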
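material = 68-5-11 XiGFP fibroblast line | medium = DMEM plus 5-aza-dC sensitizer | schedule = 3 days compound exposure | benchmarks = positive control ellipticine, 6 µM final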
RAD52 anneal inh = RAD52 (human) annealing inhibition. P43351. recombinant RAD52 DNA annealing, FRET fluorescence. inhibition, % at 18.7 µM. 360,000 compounds, 0.46% hits;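 active = every replicate showing at least 50% inhibition; inconclusive = mean inhibition at least 50% but not in every replicate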
Target sequence (P43351 whole entry, looked up): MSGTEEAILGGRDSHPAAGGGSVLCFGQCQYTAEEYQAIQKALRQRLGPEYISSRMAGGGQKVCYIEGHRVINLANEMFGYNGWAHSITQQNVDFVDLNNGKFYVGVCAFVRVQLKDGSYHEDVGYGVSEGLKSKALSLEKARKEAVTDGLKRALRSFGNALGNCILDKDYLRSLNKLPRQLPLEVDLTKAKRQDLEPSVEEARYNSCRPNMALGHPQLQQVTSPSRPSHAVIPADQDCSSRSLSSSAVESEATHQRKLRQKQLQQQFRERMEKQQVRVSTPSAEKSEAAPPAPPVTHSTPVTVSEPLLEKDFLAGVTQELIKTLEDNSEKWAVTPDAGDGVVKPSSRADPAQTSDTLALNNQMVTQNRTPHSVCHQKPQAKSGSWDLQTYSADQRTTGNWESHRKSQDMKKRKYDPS
DENV2 CPE = DENV2-induced cell death inhibition. DENV2-infected cells, cytopathic effect rescue, plate reader. CPE inhibition, % at 9.99 µM. 350,000 compounds, 1.7% hits. AID 651640; in the data active = CPE inhibition above about 20%, passing the limit was not always enough; inconclusive = no clear call, values can overlap the other calls; tested in BHK-21 cells;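 note: 0% = median of neutral control wells and 100% = median of positive control wells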
Casp6 inh = blocks human caspase-6 cleavage activity | inhibition, % at 12.5 µM | AID 686996 | 350,000 compounds, 0.53% hits | P55212 | purified caspase-6, Z-VEID-R110 cleavage fluorescence;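 active = mean inhibition across replicates at least about 35%, with every replicate also reaching that limit, limit read from the data; inconclusive = only one of the two criteria met; inactive = neither criterion met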;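 note: 0% = median of neutral control wells and 100% = no fluorescence left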
F508del corr = correctors of CFTR F508del function in bronchial epithelial cells; AID 720511; CFBE cells, YFP halide quenching; stimulated with forskolin plus potentiator P3; % fluorescence drop versus neutral controls; 350,000 compounds, 0.36% hits; activity (quench increase), % at 7.58 µM;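 active = mean added fluorescence quench of at least 8% versus neutral control, with both replicates also reaching 8%; inconclusive = only one of the mean or replicate conditions met; inactive = mean below 8% and not both replicates reaching 8%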;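 note: cells transiently co-express mutant CFTR-F508del with the halide-sensitive YFP; corrector assay measuring rescue of mutant channel to the surface after 24 h compound exposure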
GSIS activator = primary screen for activators of insulin secretion dependent on glucose, INS-1E cells, GLuc reporter luminescence | activation, % at 16.6 µM | AID 743287 | 370,000 compounds, 0.61% hits | INS-1E GLuc reporter insulin secretion, 2-3 h;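 active = lowest replicate activation of at least 40%, so every replicate reaches that level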;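 note: 0% = median of neutral control wells and 100% = median of IBMX positive control wells; some compounds called inactive have numbers as strong as hits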
E-selectin induc = induces E-selectin expression in human endothelial cells; activation, % at 7.58 µM; HUVEC E-selectin immunofluorescence imaging; normalized: neutral wells 0, TNF-alpha wells 100; AID 686992; P16581; 260,000 compounds, 0.37% hits;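 active = mean E-selectin-positive cell signal at least 10% of the positive control, reached in at least 60% of replicates, without over 20% cell loss; inconclusive = no rule given, readout overlaps actives, possibly toxicity-flagged; inactive = the rest, including those meeting only one limit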;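 note: in these data hits start at about 27%; measured in HUVEC primary endothelial cells; signal is the percent of cells scored E-selectin positive by PE staining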
Target sequence (P16581 whole entry, looked up): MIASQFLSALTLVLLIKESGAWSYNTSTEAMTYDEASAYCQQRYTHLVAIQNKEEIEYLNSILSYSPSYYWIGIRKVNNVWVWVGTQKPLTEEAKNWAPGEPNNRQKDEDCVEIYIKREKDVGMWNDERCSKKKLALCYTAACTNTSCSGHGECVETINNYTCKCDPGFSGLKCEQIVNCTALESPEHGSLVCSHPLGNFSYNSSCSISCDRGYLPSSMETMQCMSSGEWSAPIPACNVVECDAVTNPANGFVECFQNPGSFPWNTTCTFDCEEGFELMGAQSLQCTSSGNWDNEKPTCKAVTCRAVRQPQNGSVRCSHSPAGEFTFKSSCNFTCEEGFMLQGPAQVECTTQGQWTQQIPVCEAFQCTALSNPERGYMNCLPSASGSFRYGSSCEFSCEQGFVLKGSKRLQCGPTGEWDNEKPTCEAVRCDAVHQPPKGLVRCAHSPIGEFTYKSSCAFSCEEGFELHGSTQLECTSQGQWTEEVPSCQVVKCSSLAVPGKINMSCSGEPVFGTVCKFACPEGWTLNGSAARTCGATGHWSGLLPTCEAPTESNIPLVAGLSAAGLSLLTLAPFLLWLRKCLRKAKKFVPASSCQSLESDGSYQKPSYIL
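Assay system: HUVEC primary endothelial cells. Input: 3,000 HUVEC seeded per well. Doses: one compound dose added by pin transfer. Read-out basis: % PE-positive cells. Benchmarks: TNF-alpha high, DMSO low. Detection: immunofluorescence imaging. Buffer or medium: EGM-2, gelatin.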
* hit, by the source's call; ? = inconclusive; · = no result given; & = joins results of further samples.

SMILES	RAD54 inh	XiGFP reactiv	RAD52 anneal inh	DENV2 CPE	Casp6 inh	F508del corr	GSIS activator	E-selectin induc
Cc1ccccc1-c1ncc(CN2CCC(CO)(CCCc3ccccc3)CC2)cn1	·	0.0	-18	4	4	1.2	2	·
Nc1nc2ccccc2n1C(=O)c1ccccc1	·	0.0	-13	11	1	0.1	9	-0.1
C=CCn1c(SCc2nc3ccccc3c(=O)[nH]2)nc2scc(C3CC3)c2c1=O	·	0.2	-86	0	-4	-1.1	11	1.0
CCc1nc2c(OCCOC)cccn2c1N(C)C(=O)Nc1ccccc1OC	-4	-0.1	-10	-8	0	1.8	·	0.0
CC(=O)N[C@@H]1CC[C@H](CC(=O)NCc2ccc(Cl)cc2)O[C@H]1CO	-11	-0.2	6	-1	2	-1.0	5	-0.4
Cc1ccc(Cc2c(-c3cccc(Br)c3)nc3ccc(C)cn23)cc1	·	0.1	-81	-1	-3	2.8	22	8.9
COc1ccc(CNC(=O)c2ccc(CS(=O)(=O)c3ccc(OC)cc3)o2)cc1	-14	0.1	-5	1	-3	3.4	3	-0.1
CCOC(=O)C1=C(CCc2ccccc2)NC(=O)NC1c1cccc([N+](=O)[O-])c1 (stereo not drawn)	-2	0.1	-50	-16	1	1.4	-5	0.1
COc1ccc(C(CNC(=O)C(C)(C)Oc2ccc(Cl)cc2)N2CCOCC2)cc1 (stereo not drawn)	-3	0.1	20	-4	-90	0.3	-31	-2.2
Cc1cccc(-n2nc3c(c2NC(=O)C(C)C)CSC3)c1	4	0.0	-18	-3	-9	-2.2	12	·
COCCNC(=O)Cn1nc(-c2ccccc2C)ccc1=O	-5	-0.1	-1	9	-2	0.1	24	·
O=C(O)CCNC(=O)/C(=C\C=C\c1ccccc1)NC(=O)c1ccccc1	2	0.0	-11	-6	0	0.8	-4	·
Cc1nc(C(F)(F)F)ccc1C(=O)N1CCCC1(C)C(=O)NCC(C)C (stereo not drawn)	2	0.0	-3	-5	1	-0.7	1	0.3
N#Cc1ccccc1OCC(=O)OCC(=O)c1c[nH]c2ccccc12	-1	-0.1	-9	1	0	-0.3	4	0.1
CNC[C@@H]1Oc2ccc(NC(=O)Nc3cccc4ccccc34)cc2C(=O)N([C@H](C)CO)C[C@@H]1C	15	-0.9	0	-1	-1	-1.1	21	·
O=C(Nc1ccc2oc(-c3ccccc3)nc2c1)c1ccco1	·	0.0	-30	-3	1	-0.1	7	1.9
C[C@H](CO)N1C[C@H](C)[C@@H](CN(C)Cc2ccncc2)OCCCC[C@H](C)Oc2ccc(NC(=O)c3ccccc3)cc2C1=O	-3	0.0	19	·	-5	0.3	-18	0.1
COc1cc([N+](=O)[O-])ccc1NC(=O)NN1CCN(C)CC1	2	-0.2	-14	-4	3	1.0	-6	-0.3
Cc1ccc(Sc2ccncc2S(N)(=O)=O)cc1	-1	3.3	·	·	·	·	6	-0.2
CCCNC(=O)C[C@H]1CC[C@@H]2[C@H](COC[C@H](O)CN2C(=O)Nc2ccccc2OC)O1	9	0.0	19	2	1	3.7	9	-0.1
COc1ccc(NC(=O)N(C)C[C@H]2Oc3ccc(NC(=O)Nc4ccc(C(F)(F)F)cc4)cc3C(=O)N([C@H](C)CO)C[C@@H]2C)cc1	1	-1.2&0.2	5&-7	0&-8	2&3	-2.4&-1.6	2	-0.5
CC(C)/C=C/CN1CCC(Oc2ccc(C(=O)N3CCCC3)cc2)CC1	-2	0.0	-17	-3	-2	3.2	5	0.4
O=C(C[C@H]1CC[C@H]2[C@@H](COC[C@@H](O)CN2C(=O)Nc2ccc(Cl)cc2)O1)N1CCCCC1	6	0.2	-6	2	-3	1.2	0	0.1
Cc1ccnc(NC(=O)CCC(=O)N(CC(=O)NCCc2ccccc2)c2ccc(F)cc2)c1	-2	0.1	-15	5	-2	0.5	19	·

Molecules listed so far with two or more sulfur atoms:
SMILES	RAD54 inh	XiGFP reactiv	RAD52 anneal inh	DENV2 CPE	Casp6 inh	F508del corr	GSIS activator	E-selectin induc
C=CCn1c(SCc2nc3ccccc3c(=O)[nH]2)nc2scc(C3CC3)c2c1=O	·	0.2	-86	0	-4	-1.1	11	1.0
Cc1ccc(Sc2ccncc2S(N)(=O)=O)cc1	-1	3.3	·	·	·	·	6	-0.2

(cont.)
SMILES	RAD54 inh	XiGFP reactiv	RAD52 anneal inh	DENV2 CPE	Casp6 inh	F508del corr	GSIS activator	E-selectin induc
COc1cc(CNC2CCCC2)cc(OC)c1	-4	·	0	10	-2	-1.1	-3	·
O=C(CN1C(=O)c2ccccc2C1=O)Oc1ccc(Cl)cc1	-7	0.0	-9	5	-5	-1.5	2	·
CC(C)(C)OC(=O)C[C@H]1C/C=C\C[C@@H](CC(=O)N(CCO)Cc2ccccc2)C(=O)N2CCC[C@@H]2COC1=O	2	0.0	0	-7	-2	1.5	5	-0.1
CCCn1c(=O)c(C(=O)N/N=C/c2ccccc2F)c(O)c2ccccc21	·	0.0	-21	-9	-1	3.0	8	·
O=C(C[C@H]1C[C@@H]2c3cc(NC(=O)C4CCOCC4)ccc3O[C@@H]2[C@H](CO)O1)NCCc1ccccc1	-5	0.3	-12	2	-2	1.1	6	-0.6
CC(=O)Nc1ccc(S(=O)(=O)N2C(=O)c3cccc4cccc2c34)cc1	·	0.0	-12	4	-2	-1.9	-3	14
CC(=O)NCCNc1nc2cc(-c3cccc(Cl)c3)sc2c(=O)n1C	6	0.1	0	-7	0	-0.3	-4	0.0
ON=C1c2ccccc2-c2ccccc21	2	0.9	1	-8	-3	2.2	-8	-0.1
COc1ccc(NC2c3ccccc3C(=O)N2Cc2ccc3c(c2)OCO3)cc1 (stereo not drawn)	7	3.5	-4	3	3	0.0	8	0.3
O=C(O)c1c(-c2ccccc2)oc2ccc(O)cc12	3	0.3	-6	-1	·	0.8	13	0.0
COCC#Cc1ccc2c(c1)O[C@@H](CN(C)Cc1ccc3c(c1)OCO3)[C@@H](C)CN([C@H](C)CO)S2(=O)=O	1	0.1	-32	-1	-1	3.9	-8	0.0
COc1ccc2oc(C(=O)OCC(=O)NCC3CCCO3)c(C)c2c1 (stereo not drawn)	-14	-0.1	-10	15	2	-6.9	12	·

Taken from above:
Under RAD54 inh, COCC#Cc1ccc2c(c1)O[C@@H](CN(C)Cc1ccc3c(c1)OCO3)[C@@H](C)CN([C@H](C)CO)S2(=O)=O is listed with 1
Under Casp6 inh, COc1cc(CNC2CCCC2)cc(OC)c1 is listed with -2

(next part)
SMILES	RAD54 inh	XiGFP reactiv	RAD52 anneal inh	DENV2 CPE	Casp6 inh	F508del corr	GSIS activator	E-selectin induc
Cc1ccc(S(=O)(=O)N(C)C[C@@H]2OCCCC[C@H](C)Oc3ccc(NS(=O)(=O)c4cn(C)cn4)cc3C(=O)N([C@@H](C)CO)C[C@H]2C)cc1	-7	0.1	-2	4	0	1.9	0	·
CC(NC(=O)/C(C#N)=C/c1ccc([N+](=O)[O-])o1)c1ccccc1 (stereo not drawn)	-9	43*	-50	-3	11	-4.9	-23	42*
C[C@H]1CN([C@@H](C)CO)C(=O)c2cc(NC(=O)C3CC3)ccc2O[C@@H]1CN(C)C(=O)Nc1ccccc1	2	0.2	-5	19	-1	-2.7	31	2.2
O=C(C[C@@H]1C[C@@H]2c3cc(NC(=O)c4cccnc4)ccc3O[C@@H]2[C@@H](CO)O1)NCc1cccnc1	-2	0.4	2	1	0	2.0	0	-0.3
O=C(COC(=O)c1ccccc1Br)Nc1cc(S(=O)(=O)N2CCOCC2)ccc1N1CCCC1	·	0.6	-29	-1	-4	-1.2	-5	-0.1
CC(=O)Nc1cccc(NC(=O)c2cccc(S(=O)(=O)N3CCN(Cc4ccccc4)CC3)c2)c1	-11	0.0	4	0	0	1.8	0	-2.4
NCC[C@@H]1CC[C@@H](NC(=O)NC2CCCCC2)[C@H](CO)O1	5	0.3	17	-3	0	0.7	0	-0.1
CCC(=O)N1C[C@H]2[C@@H](c3ccccc31)[C@@H](CO)N2Cc1ccccc1Cl	5	0.5	-4	14	-3	0.2	-3	-0.4
N#Cc1ccc(-c2nc3c(Cl)cc(C(F)(F)F)cn3c2Cc2ccsc2)cc1	·	0.0	-18	-8	1	2.0	18	?
COc1cccc(-c2noc(CCC(=O)NCC3CCCO3)n2)c1 (stereo not drawn)	-2	0.0	-10	-1	-2	1.4	-2	·
CC(C)C(C(=O)NCC1CCCO1)N(Cc1ccccc1)C(=O)CNS(=O)(=O)c1ccccc1 (stereo not drawn)	-1	0.3	-20	-6	-3	-0.3	-6	-0.1
C=CSc1sc(Cl)c(N2CCOCC2)c1[N+](=O)[O-]	·	0.1	2	-4	2	-1.5	-4	·
O=C(CSc1nc(C2CC2)nc2ccccc12)Nc1ccccc1	9	0.0	-1	-1	1	-1.4	7	-0.2
CCc1cccc(C)c1NC(=O)CCCN1C(=O)NC(C)(C)C1=O	7	0.1	-10	-8	-2	1.1	3	27*
COc1ccc(OC)c(NC(=O)c2oc3c(c2C)C(O)CC(C)(C)C3)c1 (stereo not drawn)	-6	0.2	-11	0	4	1.7	-2	·
CN(Cc1ccccc1)C(=O)[C@@H]1CCCN1C(=O)[C@@H]1CCCN1C(=O)c1cccc(Cl)c1	·	0.3	-3	-1	-3	3.4	-13	0.1
CC(C)c1ccc(NC(=O)C2Cc3c(-c4ccco4)ccnc3O2)cc1 (stereo not drawn)	-2	0.3	-13	-9	-6	0.6	2	3.1
Cc1cccc(C(=O)NCc2nnc(SCC(=O)Nc3nnc(C)s3)n2C)c1	-4	0.0	-12	2	-2	-1.7	-7	·
CCCC(=O)Nc1cc(Cl)ccc1C	·	0.5	-6	·	2	-0.3	-4	·
C[C@H]1CCCCO[C@@H](CN(C)C(=O)Nc2ccccc2)[C@@H](C)CN([C@@H](C)CO)C(=O)c2cc(NC(=O)Cc3ccccc3)ccc2O1	4	0.1	-35	15	-1	0.3	-14	·
O=C(Nc1ccc(F)cc1)C1CCCN(S(=O)(=O)c2ccc(-n3cnnn3)cc2)C1 (stereo not drawn)	0	0.0	-6	17	2	0.3	9	-0.1
C[C@H]1CN([C@@H](C)CO)C(=O)c2cccc(NS(=O)(=O)c3ccc(F)cc3)c2O[C@@H]1CN(C)C(=O)Nc1ccc(F)cc1	-3	0.1	3	11	·	-3.0	-2	-0.6
COc1ccc(/C=C(/NC(=O)c2cccs2)C(=O)NC(C)(C)C)cc1OC	2	0.1	-5	1	-1	-1.4	-8	0.1

Compounds as they come; overall some 3.7% were active at least once.
